Screens deposited in PubChem BioAssay by several laboratories.
RGS4 block = inhibitors of human RGS4. P49798. HEK293 M3R/RGS4 inducible, Fluo-4 calcium flux; active compounds read high; triggered by carbachol at its EC20. B-score at 10 µM. 310,000 compounds, 0.45% hits. AID 463165;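 active = B-score, a plate-corrected calcium signal, over three deviations above library mean, with baseline fluorescence within five deviations of library mean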;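 also: RGS4 expression induced by doxycycline in cells with stable M3 receptor; B-score is computed from the integrated fluorescence ratio over baseline after carbachol; higher B-score means a larger calcium signal and so more RGS4 inhibition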
KCNK9 block = human KCNK9 channel inhibition; Q9NPC2; HEK293 KCNK9, FluxOR thallium flux fluorescence; active compounds read low; B-score at 10 µM; 310,000 compounds, 1.2% hits;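 active = ratio B-score over 3 SD below the library mean, with starting fluorescence within 5 SD of its mean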;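 also: negative B-score means less thallium flux so channel inhibition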
KCNQ1 inh = human KCNQ1 channel inhibition | CHO-K1 KCNQ1, FluxOR thallium flux fluorescence; active compounds read high | B-score at 10 µM | 310,000 compounds, 1.3% hits | AID 2642;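 active = compounds whose thallium flux B-score, printed positive for inhibition, exceeds three library SD while starting fluorescence stays within three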;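 also: channel opened by potassium depolarization with thallium stimulus after 20 min compound exposure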
Target sequence (P51787 whole entry, looked up): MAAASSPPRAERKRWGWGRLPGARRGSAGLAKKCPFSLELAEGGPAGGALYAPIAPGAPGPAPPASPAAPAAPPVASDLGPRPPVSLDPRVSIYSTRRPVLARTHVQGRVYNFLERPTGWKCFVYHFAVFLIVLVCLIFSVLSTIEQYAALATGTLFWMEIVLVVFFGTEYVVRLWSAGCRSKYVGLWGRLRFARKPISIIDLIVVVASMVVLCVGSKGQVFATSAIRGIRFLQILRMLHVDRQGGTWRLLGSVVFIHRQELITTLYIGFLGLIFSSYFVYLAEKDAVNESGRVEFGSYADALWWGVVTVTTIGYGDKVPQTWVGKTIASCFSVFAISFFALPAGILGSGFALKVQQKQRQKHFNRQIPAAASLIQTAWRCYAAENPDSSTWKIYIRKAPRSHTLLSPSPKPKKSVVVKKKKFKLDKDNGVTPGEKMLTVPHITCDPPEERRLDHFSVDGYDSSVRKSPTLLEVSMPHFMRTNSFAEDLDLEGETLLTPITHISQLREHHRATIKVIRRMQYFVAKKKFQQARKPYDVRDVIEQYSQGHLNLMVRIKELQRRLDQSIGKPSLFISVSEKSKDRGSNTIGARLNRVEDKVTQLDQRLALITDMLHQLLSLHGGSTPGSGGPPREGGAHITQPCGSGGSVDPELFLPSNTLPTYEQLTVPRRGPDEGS
KCNQ1 act = human KCNQ1 channel potentiation or activation. AID 2648. B-score at 10 µM. CHO-K1 KCNQ1, thallium flux FluxOR fluorescence; active compounds read high. 310,000 compounds, 0.35% hits. P51787;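 active = fluorescence ratio B-score, a plate-corrected score, at least three library SD, with initial intensity B-score within 5 SD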
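System: CHO-K1 cells stably expressing KCNQ1 / Medium: assay buffer for compound exposure, DMSO matched across wells / Reagent: thallium- and potassium-containing depolarizing buffer / Compound: one concentration, matched DMSO / Incubation: 20 min compound pretreatment at room temperature / Measured by: kinetic FluxOR fluorescence, 10 s baseline plus 110 s post-stimulus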
DYRK1A inh = Dyrk1A (rat) kinase inhibition. Q63470. ADP-Glo luminescence, NFATc1 peptide. inhibition, % at 12.5 µM. 310,000 compounds, 0.43% hits. AID 504441; in the data active = inhibition above about 50%;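 also: plate controls were vehicle with enzyme for no effect and no enzyme for full effect; many of its hits are not listed in these tables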
GSK3B inh = inhibitors of human GSK3beta kinase; P49841; GST-GSK3beta kinase, ADP-Glo luminescence, 60 min; active compounds read low; activity score (negative = inhibition), % at 10 µM; 300,000 compounds, 0.038% hits;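 active = more than half of replicate wells score below -50%, meaning over 50% inhibition versus plate controls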;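 also: 0% = median DMSO wells and -100% = median GW8510 positive control wells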
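Test system – GST-tagged human GSK3beta kinase, cell-free · Incubation – 60 min enzyme reaction, room temperature · Signal – ADP-Glo luminescence · Also added – peptide substrate and ATP at 25 µM · Controls – DMSO neutral wells and GW8510 at 20 µM as positive · Buffer or medium – Tris/MgCl2 kinase buffer · Measure – Luminescence-derived activity versus plate DMSO and GW8510 wells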
RGS4 act = RGS4 potentiation or activation; 310,000 compounds, 0.92% hits; B-score at 10 µM; HEK293 M3R/inducible RGS4, carbachol calcium flux Fluo4; active compounds read low; AID 463111;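 active = B-score of the integrated calcium signal more than 4 SD below the library mean, with starting fluorescence not abnormally high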;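 also: negative B-score means reduced calcium response which marks RGS4 activation or potentiation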
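Material: Inducible-RGS4 HEK293 cells carrying M3 receptor; also added: carbachol at ECmax as muscarinic agonist stimulus; incubation: compound preincubation 20 min at room temperature before agonist; signal: Fluo4-AM (2 µM) calcium-flux fluorescence, kinetic read; measure: integrated calcium ratio converted to B score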
GSK3A inh = inhibitors of human GSK-3 alpha kinase. ADP-Glo luminescence, 60 min. 320,000 compounds, 0.1% hits. P49840. inhibition, % at 10 µM;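 in the data active = inhibition above about 50%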;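 also: GST-tagged GSK-3 alpha with peptide substrate and 25 µM ATP; 0% = DMSO neutral wells and 100% = GW8510 positive control wells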
PolyA inh = yeast polyadenylation inhibition; S. cerevisiae SKY197-pL101 polyadenylation reporter, beta-gal luminescence; efflux-impaired pdr1/pdr3 knockout yeast; score 100 = 6 SD above DMSO; calls only at 12 µM; 300,000 compounds, 0.02% hits; AID 1875;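 active = lowest replicate activity score at least 50, where 100 means six control SD above control mean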;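 also: yeast exposed to compound for 9 h at 30 °C; higher score means more reporter readthrough which indicates perturbed polyadenylation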
KCNK3 inh = human KCNK3 channel inhibition, primary screen; 340,000 compounds, 0.84% hits; O14649; CHO-KCNK3 thallium flux, FluxOR fluorescence; active compounds read low; B-score at 10 µM;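 active = B-score under library mean minus 4 SD, starting fluorescence ratio at most library mean plus 5 SD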;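 also: more negative B-score means stronger inhibition of thallium flux through KCNK3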
Target sequence (O14649 whole entry, looked up): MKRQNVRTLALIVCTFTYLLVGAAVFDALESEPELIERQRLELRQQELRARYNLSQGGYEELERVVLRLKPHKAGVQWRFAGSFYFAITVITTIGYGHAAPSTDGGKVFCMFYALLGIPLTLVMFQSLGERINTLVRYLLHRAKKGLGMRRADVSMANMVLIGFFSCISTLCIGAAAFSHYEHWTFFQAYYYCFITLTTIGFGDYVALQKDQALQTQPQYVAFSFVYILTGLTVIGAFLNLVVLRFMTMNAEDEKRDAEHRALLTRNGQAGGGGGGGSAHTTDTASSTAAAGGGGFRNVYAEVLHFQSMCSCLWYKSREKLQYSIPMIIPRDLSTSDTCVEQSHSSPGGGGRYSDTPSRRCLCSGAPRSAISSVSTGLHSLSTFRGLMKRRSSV
hERG protect = shields human hERG channel from block by proarrhythmic agents; CHO-hERG, FluxOR thallium flux, dofetilide IC70 present; 310,000 compounds, 0.51% hits; activation (rescue from dofetilide block), less the hit threshold, % at 10 µM;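 active = activation above the mean of controls blocked by dofetilide plus 5 SD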;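 also: thallium influx through hERG after potassium depolarization seen as dye fluorescence rise; in these data hits start at about 4.7%; inactives centre near -7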
The depositor's hits bear a star; i = inactive; . = no result given.

Fields: RGS4 block, KCNK9 block, KCNQ1 inh, KCNQ1 act, DYRK1A inh, GSK3B inh, RGS4 act, GSK3A inh, PolyA inh, KCNK3 inh, hERG protect
CC1C/C(=N\NC(=S)NC(C)C)CC(C)(C)C1 (stereo not drawn)
 : i, i, i, i, 7.0, 1.8, i, -1.0, i, i, -5.5
NC(=O)c1oc2ccc(Cl)cc2c1NC(=O)CN1CCOCC1
 : i, i, i, i, 18.6, -2.2, i, 2.0, i, i, -8.7
COc1cc(C(=S)N2CCOCC2)cc(OC)c1OC(=O)c1cccc(C)c1
 : i, i, i, i, -3.5, 0.6, i, -3.3, i, i, -3.9
O=C(Nc1ccc(-c2csc(Nc3ccc(Cl)cc3)n2)cc1)c1cccc(C(F)(F)F)c1
 : i, i, i, i, ., -1.2, i, -1.7, i, ., -8.2
COc1ccc(S(=O)(=O)N(C)CC(=O)NC2CC2)cc1
 : i, i, i, i, -4.3, 2.8, i, 2.0, i, i, -1.7
O=C(NNC(=O)C1COc2ccccc2O1)c1cccc([N+](=O)[O-])c1 (stereo not drawn)
 : i, i, i, i, 2.7, -2.4, i, -4.7, i, i, -5.4
CCCN1C(=O)/C(=C/c2ccco2)SC1=Nc1ccc(OC)cc1
 : i, i, i, i, -0.4, -0.7, i, -1.9, i, i, -5.0
O=C(N/N=C/c1ccncc1)c1cccc(S(=O)(=O)Nc2ccc(Cl)cc2)c1
 : i, i, i, i, 0.0, -1.0, i, -1.0, i, i, -11.5
COc1cc(NC(=O)c2cccnc2)c(Cl)cc1NC(=O)c1ccccc1
 : i, i, i, i, -9.3, -1.6, i, -0.8, i, i, -5.9
CCC(C(=O)Nc1cnccn1)c1ccccc1 (stereo not drawn)
 : i, i, i, i, ., -0.2, i, 0.1, i, i, -12.4
COc1ccc(/C=C\C(=O)NCC(=O)N/N=C/c2ccc(O)cc2O)cc1
 : i, i, i, i, 16.5, -1.9, i, 1.8, i, i, -9.7
COc1ccc(C2Nc3ccccc3C(=O)N2c2ccc(Cl)cc2)cc1Cn1cc([N+](=O)[O-])cn1 (stereo not drawn)
 : i, -7.96*, i, i, 0.8, 1.6, i, 1.2, i, i, -4.5
O=C(NCc1cccnc1)/C(=C/c1ccc(Cl)cc1)NC(=O)c1ccccc1
 : i, i, i, i, 3.1, ., i, 9.3, i, i, -2.9
O=C(CCCCn1c(=O)c2ccccc2n(Cc2ccc(F)cc2Cl)c1=O)NCc1ccco1
 : i, i, i, i, 0.7, -0.9, i, -3.0, i, i, -2.9
O=C1CC(c2ccc(F)cc2)Cc2nc(N3CCN(c4ccccc4)CC3)ncc21 (stereo not drawn)
 : i, i, i, i, 0.2, 4.8, i, 0.4, i, i, -8.0
Cc1nc(C)n(C)c(=O)c1-c1ccccc1
 : i, i, i, i, -5.2, -1.5, i, -1.3, i, i, -3.7
CCOc1ccc(NC(=O)c2ccc(NC(=O)COC(=O)Cc3ccc(OC)cc3)cc2)cc1
 : i, i, i, i, -0.7, -0.7, i, -0.7, i, i, -8.3
COCC(C)NC(=O)c1cc(-c2ccc(O)cc2)on1 (stereo not drawn)
 : i, i, i, i, 10.8, -4.4, i, 1.1, i, i, -9.4
O=C(CSc1ncccn1)NCc1ccc(Cl)cc1
 : i, i, i, i, -4.6, -0.1, i, 3.6, i, i, -3.8
COC(=O)N/N=C\c1c(C)nn(-c2ccccc2)c1Cl
 : i, i, i, i, 11.3, -1.2, i, -0.5, i, i, -8.6
O=C(C1CCN(S(=O)(=O)c2cccc([N+](=O)[O-])c2)CC1)N1CCOCC1
 : i, i, i, i, 12.4, -1.4, i, -6.4, i, i, -11.8
CCOC(=O)c1ccc(NS(=O)(=O)c2c(N)n(C)c(=O)n(C)c2=O)cc1
 : i, i, i, i, ., 0.2, i, -2.5, i, i, -5.2
O=C(NCC(c1cccs1)N1CCc2ccccc21)c1ccccc1 (stereo not drawn)
 : i, i, i, i, 0.3, 2.9, i, 0.6, i, i, -8.8
CCn1c(C)c(C)c2cc(C(=O)N3CCN(c4ccccc4)CC3)ccc21
 : i, i, i, i, 3.7, 19.4, i, -0.5, i, i, -11.5
C1CCCCCC(=NNc2nn[nH]n2)CCCCC1
 : i, i, i, i, 5.7, -1.3, i, 7.0, i, i, -15.3
Cc1ccsc1/C=N/n1c(=S)[nH]nc(C)c1=O
 : 5.78*, i, i, i, -8.5, 2.7, i, ., i, i, -10.5
COC(=O)c1cc2occc2n1Cc1ccc(Cl)cc1
 : i, i, i, i, 2.3, 3.8, i, -4.0, i, i, -15.1
CC(C(=O)N1CCN(Cc2ccccc2)CC1)c1ccc([N+](=O)[O-])cc1 (stereo not drawn)
 : i, i, i, i, -4.1, -1.1, i, -2.8, i, i, -12.0
CC(C)Nc1nc(SCC(=O)Nc2ccccc2)nc(N2CCOCC2)n1
 : i, i, i, i, 1.4, 1.2, i, -2.4, i, i, -6.7
Cc1nc2c(c(C)nn2-c2ccccc2)c(C)c1CCC(=O)Nc1ccc(CN2CCCC2)cc1
 : i, i, i, i, 7.2, -4.7, i, 0.2, i, i, -13.4
CCn1c2ccccc2n2c(=O)c(=O)n(CC(=O)Nc3ccc(C(C)C)cc3)nc12
 : i, i, i, i, 0.8, 1.1, i, -6.2, i, i, -0.6
CCn1c(COc2ccccc2)nnc1SCc1ccc(C#N)cc1
 : i, i, i, i, -8.9, 2.5, i, 3.5, i, i, -11.2
CC(=O)Nc1cc2c(cc1C(=O)C(C)C)OCCO2
 : i, i, i, i, 2.9, 1.1, i, 0.5, i, i, -5.7
COc1ccc(N(CC(=O)N2CCN(c3ccccc3F)CC2)S(=O)(=O)c2c(C)n[nH]c2C)cc1
 : i, i, i, i, -1.4, 0.2, i, 0.6, i, i, -5.3
CCC(C)[C@H](NC(=O)c1cc2cc(Cl)ccc2n1C)C(=O)N1CCC[C@H]1C(=O)O (stereo partly drawn)
 : i, i, i, i, 17.5, 0.6, i, -2.8, i, i, -6.3
COc1ccc(OCc2cnc(Cl)s2)cc1
 : i, i, i, i, -4.5, 0.9, i, -1.1, i, i, -5.2
CC(C)(C)OC(=O)N1CC(O)CC1C(=O)OCC(=O)c1ccc(Cl)cc1 (stereo not drawn)
 : i, i, i, i, 2.3, 0.1, i, -0.7, i, i, -12.4
Cc1cc(C)cc(OCc2nnc(SCC(=O)OC3CCCCC3)o2)c1
 : i, i, i, i, -9.8, -0.4, i, ., i, i, -5.9
Cc1ccc(S(=O)(=O)NCCCn2ccnc2)cc1
 : i, i, i, i, -3.8, -2.6, i, -2.1, i, i, -3.5
O=C(Nc1nc(-c2cccs2)cs1)c1ccc(Cl)cc1
 : i, i, i, i, 4.5, -1.4, i, -1.0, i, i, -8.0
O=C(/C=C\Nc1ccccc1Br)c1ccc2c(c1)OCO2
 : i, i, i, i, 4.7, 1.3, i, 0.4, i, -11.8*, -10.4
CC#CC(=O)N1CCC(CCC(=O)N(C)Cc2ccccc2)CC1
 : i, i, i, i, 8.2, -0.5, i, -5.7, i, i, 1.6
O=C(NCc1ccc2c(c1)OCO2)c1ccc(-c2ccc(Cl)cc2)o1
 : i, -8.62*, i, i, -8.7, 1.2, i, -2.7, i, -8.88*, -5.9
O=C(Nc1ccccc1O)c1csc2c1CCCC2
 : i, i, i, i, 3.5, 1.8, i, -0.9, i, i, -11.1
CC(C(=O)N1CCN(Cc2ccccc2)CC1)n1ncn2cccc2c1=O (stereo not drawn)
 : i, i, i, i, -3.5, -5.7, i, -2.3, i, i, -7.2
CCOc1ccc(NC(=O)NC2(C(=O)NCc3ccco3)CCCCC2)cc1
 : i, i, i, i, -2.2, -3.4, i, -1.4, i, i, -6.7
Brc1ccc(CSc2nnc(-c3cccnc3)o2)cc1
 : i, i, i, i, 1.0, -0.2, i, 4.6, i, i, -6.2
CCc1noc(C)c1C(=O)N1CCCC(C(=O)c2cc(F)ccc2F)C1 (stereo not drawn)
 : i, i, i, i, 0.5, -0.6, i, -2.0, i, i, -8.4
Fc1ccc(C(c2nnnn2Cc2ccccc2)N2CCSCC2)cc1 (stereo not drawn)
 : i, i, i, i, 2.6, 1.8, i, 1.2, i, i, -3.6
O=C(NC1CC2CCC(C1)N2Cc1ccccc1)c1cccc(F)c1 (stereo not drawn)
 : i, i, i, i, 3.3, 0.0, i, 2.1, i, i, -5.7
CC1=C(C(=O)OC2CCCCC2)C(c2ccc(F)cc2)NC(=O)N1 (stereo not drawn)
 : i, i, i, i, 6.8, 0.6, i, 0.3, i, i, -4.1
O=C(CSc1ccc2nnc(-c3cccnc3)n2n1)NCc1ccco1
 : i, i, i, i, -1.8, -0.2, i, -0.4, i, i, -4.0
CC(=O)N1N=C(c2ccc(C(C)(C)C)cc2)OC1(C)C
 : i, i, i, i, 10.9, -2.7, i, -3.7, i, i, -10.7
COc1cccc(CNC(=O)c2nnn(CC(=O)Nc3cc(C)ccc3C)c2N)c1
 : i, i, i, i, -2.8, -2.1, i, -1.1, i, i, -6.2
COCCNC(=O)c1cccc(C)c1[N+](=O)[O-]
 : i, i, i, i, -3.3, -2.9, i, -40.0, i, i, -8.7
COc1ccc(C(=O)N/N=C(\CCC(=O)O)c2ccc(C(C)(C)C)cc2)cc1OC
 : i, i, i, i, -0.9, 4.9, i, -5.2, i, i, -13.8
O=C(NCCn1cccn1)C1CCC(=O)N(CCc2cccc(F)c2)C1 (stereo not drawn)
 : i, i, i, i, -0.7, -1.5, i, ., i, i, -0.8
O=C(c1ccccc1)n1ccn(-c2ccccc2)c1=S
 : i, i, i, i, -6.5, -2.8, i, 0.8, i, i, -9.9
CC(C)(C)NC(=O)CSc1nc2[nH]ncc2c(=O)[nH]1
 : i, i, i, i, -3.4, 2.6, i, 1.0, i, i, -2.7
COc1cccc(-c2cc(C(=O)Nc3nc4ccccc4s3)c3ccccc3n2)c1
 : i, i, i, i, -5.2, -0.1, i, -1.7, i, i, -2.3

Only part of the results is shown (hit frequency here may not be typical).
